Compound activity deposited in PubChem by several laboratories.
PREPL inhibitor = PREPL enzyme inhibitors, primary screen, biochemical, fluorescence polarization; Prolyl endopeptidase-like (Homo sapiens), Q4J6C6; recombinant PREPL, fluorescence polarization activity-based probe; inhibition, % at 5.96 µM; 320,000 tested, 0.68% active; AID 2751, 2010; in the data active = inhibition above about 43%;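 note: 0% = enzyme with DMSO and 100% = wells lacking enzyme; many of its hits are not listed in these tables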
Efflux pump mplx = inhibitors of Candida efflux pumps in yeast, primary screen, S. cerevisiae, Nile Red, multiplex; S. cerevisiae Candida pump triplex; inhibition, % at 10 µM; 330,000 tested, 0.44% active; AID 485275, 2010;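 active = plate passing quality check with inhibition over a set limit, or well fluorescence over plate mean plus 4 SD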;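 note: Nile Red retained in pooled yeast measured as flow cytometry median fluorescence; 0% = buffer negative control and 100% = Enniatin B positive control; higher means more Nile Red kept so more efflux inhibition; some compounds called inactive have numbers as strong as hits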
* marks the source's active call; other numbers are inactive results. This is a subset; rates above refer to the full screens.

SMILES	PREPL inhibitor	Efflux pump mplx
COc1ccc(/C=C/C(=O)O)cc1	15	0.1
CC(=O)Nc1ccccc1	-4	-0.1
